Bioassay records from PubChem.
PMI act = activators of human phosphomannose isomerase | P34949 | purified human PMI, coupled resazurin fluorescence, 20 min; hits give high values; 1 = vehicle control, 0 substrate-free wells | activation factor at 20 µM | 0.005% of 190,000 active | AID 1214;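 active = activation factor of 2 or more at 20 µM, relative to plate controls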
TNAP inh hi DEA = inhibitors of human TNAP at high phosphate acceptor concentration. 0.03% of 200,000 active. purified TNAP, CDP-star luminescence, 1 M DEA. P05186. inhibition, % at 20 µM;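 active = over 50% inhibition of tissue-nonspecific alkaline phosphatase at 20 µM in the single-dose screen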;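 note: plate controls were DMSO wells for no effect and EDTA-quenched wells as full inhibition for full effect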
Target sequence (P05186 whole entry, looked up): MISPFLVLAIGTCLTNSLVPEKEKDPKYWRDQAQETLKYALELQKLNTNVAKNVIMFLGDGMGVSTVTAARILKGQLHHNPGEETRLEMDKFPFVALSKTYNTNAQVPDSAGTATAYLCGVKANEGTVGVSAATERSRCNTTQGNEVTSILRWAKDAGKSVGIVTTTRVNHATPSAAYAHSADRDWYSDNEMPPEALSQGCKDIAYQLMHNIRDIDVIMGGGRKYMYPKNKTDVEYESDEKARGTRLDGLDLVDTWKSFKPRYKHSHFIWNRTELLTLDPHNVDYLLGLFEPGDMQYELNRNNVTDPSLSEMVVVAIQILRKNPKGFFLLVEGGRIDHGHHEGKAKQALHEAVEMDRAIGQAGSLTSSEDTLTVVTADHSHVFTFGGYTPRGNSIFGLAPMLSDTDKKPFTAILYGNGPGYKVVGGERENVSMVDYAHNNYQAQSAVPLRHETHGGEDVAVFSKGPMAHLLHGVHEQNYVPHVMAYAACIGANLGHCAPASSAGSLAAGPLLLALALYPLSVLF
PMI act hi M6P = activators of human phosphomannose isomerase at near-saturating mannose 6-phosphate; P34949; coupled PMI enzyme assay, resazurin fluorescence, 20 min; hits give high values; 1 = untreated enzyme, 0 = substrate-free blank; activation factor at 20 µM; 0.34% of 190,000 active;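 active = activation factor of 2 or more at 20 µM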
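test system = human PMI in coupled enzyme assay | medium = HEPES-buffered pH 7.4 with magnesium and detergent | also added = 1.0 mM mannose-6-phosphate substrate with 0.22 mM NADP+ | compound = 20 µM single dose | times = 20 min incubation at room temperature | measured by = resorufin fluorescence (Ex 544/Em 590 nm) from resazurin via diaphorase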
TNAP inh no acc = TNAP (human) inhibition, acceptor-free conditions. P05186. purified TNAP, CDP-star luminescence, 30 min. inhibition, % at 20 µM. 0.26% of 200,000 active;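 active = tissue-nonspecific alkaline phosphatase inhibition above about 50% at 20 µM in the single-dose screen, limit read from the data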;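 note: 0% = DMSO negative control and 100% = EDTA positive control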
FLuc stim CS = firefly luciferase counter-screen for stimulation assays | ATPlite luciferase biochemical, luminescence, 10 min; 0 = ATP-free wells, 1 = DMSO control | P08659 | 200,000 tested, under 10 active | activation factor at 10 µM;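 active = luciferase activation factor, scaled between plate controls, of at least 2 with compound at 10 µM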
Target sequence (P08659 whole entry, looked up): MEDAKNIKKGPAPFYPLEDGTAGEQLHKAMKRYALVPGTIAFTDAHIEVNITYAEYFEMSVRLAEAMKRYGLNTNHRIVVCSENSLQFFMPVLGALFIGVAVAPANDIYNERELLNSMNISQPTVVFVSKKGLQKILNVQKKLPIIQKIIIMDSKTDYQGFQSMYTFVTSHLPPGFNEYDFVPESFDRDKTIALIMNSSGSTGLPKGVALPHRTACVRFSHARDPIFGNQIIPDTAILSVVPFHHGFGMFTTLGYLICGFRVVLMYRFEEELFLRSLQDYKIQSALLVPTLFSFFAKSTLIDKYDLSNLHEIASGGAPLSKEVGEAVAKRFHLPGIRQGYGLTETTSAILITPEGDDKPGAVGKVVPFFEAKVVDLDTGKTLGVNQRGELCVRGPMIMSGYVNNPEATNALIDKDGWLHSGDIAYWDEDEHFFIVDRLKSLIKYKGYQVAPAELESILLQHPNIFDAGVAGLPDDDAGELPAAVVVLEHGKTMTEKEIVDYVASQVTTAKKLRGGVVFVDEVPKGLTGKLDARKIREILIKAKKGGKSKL
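System: luciferase plus luciferin reagent, cell-free; medium: PBS as buffer for the ATP substrate; dosing: test compounds dosed from 2 mM stocks in 100% DMSO; timing: 10 min post-reagent at room temperature; measured by: luminescence measurement of luciferase light output; evaluation: luciferase activation, seen as luminescence increase over controls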
FLuc inhib CS = Photinus pyralis luciferase inhibition counter-screen; 1.5% of 200,000 active; AID 1006; P08659; inhibition, % at 10 µM; ATPLite firefly luciferase biochemical luminescence, 10 min;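 active = inhibition above about 50% when tested at 10 µM, limit read from the data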
NF-kB neuron act = NF-kB expression increase, human neuronal cells | NF-kB reporter expression; hits give high values | fold change at 12.5 µM | 1.6% of 190,000 active | AID 1239; in the data active = fold change above about 3.3
APP 5'UTR act = APP 5'UTR luciferase reporter activation; SH-SY5Y APP 5'UTR luciferase reporter, luminescence; zero percent = DMSO vehicle wells; activation, % at 2 µM; 1% of 190,000 active;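 active = activation above a set limit, based on mean plus 3 SD of controls, cut at about 140% in these data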; note: values of inactives mirror those of a sister screen read the other way
bIAP act = intestinal alkaline phosphatase (bovine) activation; AID 1016; activation factor at 20 µM; purified bovine IAP, CDP-star luminescence, 30 min; hits give high values; fold of DMSO-control signal, blank-subtracted; 0.17% of 200,000 active;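 active = activation factor of 2 or more at 20 µM, a signal rise over negative controls twice the positive control's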
TNAP act hi DEA = increases human TNAP activity under high phosphate acceptor concentration | P05186 | purified TNAP, CDP-star luminescence, 1 M DEA, 30 min; hits give high values; 0 = EDTA background, 1 = DMSO-only activity | activation factor at 20 µM | 200,000 tested, under 10 active;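 active = activation factor at least 2 at 20 µM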
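Assay system: human TNAP; Input: enzyme diluted 1/800 final; Reagent: CDP-star luminogenic substrate at 100 µM final; Timing: 30 min, room temperature; Signal: luminescence; Evaluation: TNAP activation factor scaled between EDTA and DMSO control wells.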
An asterisk follows results filed as active; . = no result given.

mol,PMI act,TNAP inh hi DEA,PMI act hi M6P,TNAP inh no acc,FLuc stim CS,FLuc inhib CS,NF-kB neuron act,APP 5'UTR act,bIAP act,TNAP act hi DEA
Nc1ccc(Oc2cccc(Oc3ccc(N)cc3)c2)cc1,1,-6,0.9,-5,1,-1,0.45,-49,0.9,1.1
COc1cccc(C(=O)N2CCOCC2)c1OC,0.9,-3,0.9,-7,1,0,1.1,19,1,1
COc1ccc(C2=CC(c3ccc(Cl)cc3)n3cnnc3N2)cc1OC (configuration not stated),1.3,-7,1.5,-1,1,-4,0.86,19,1,1.1
COc1cc(/C=N/NC(=O)C(C)Nc2n[nH]c(=O)[nH]c2=O)ccc1O (configuration not stated),0.8,4,0.8,0,1,-2,1.1,21,1,1
COc1nc(NCCO)nc(Nc2ccccc2F)n1,1,-4,0.9,-11,0.9,8,1.5,24,0.9,1
CCCCc1nnc(SCCSc2nnc(CCCC)n2N)n1N,0.9,1,0.9,-4,1,-2,1.1,-3,1,1
COC(=O)c1ccc(NC(=O)CN(C)S(=O)(=O)c2ccc(OC)c(C)c2)cc1,0.9,-3,1,-7,1,-1,0.9,2,0.9,1
COc1ccc(OCC(=O)OCCN2C(=O)c3ccccc3C2=O)cc1,0.9,-7,0.9,-10,1.1,-8,1.5,20,0.7,1.1
O=S(=O)(Nn1cnnc1)c1ccc(F)cc1,1.2,-6,1.1,-6,1,0,1.4,1,1.2,1.1
CC1=CC(C)(C)[N+](C)=CN1c1ccccc1,1.1,-4,1.1,-12,1.1,-7,1.1,-6,1,1
c1ccc(Cn2ncc3c2ncn2c(-c4ccncc4)nnc32)cc1,1,-6,1.1,24,1,-5,.,.,0.9,1.1
CCOC(=O)n1c(=O)n(Cc2ccc(F)cc2)c2ccccc21,1.1,-4,1.1,-14,1.1,-8,0.95,4,1.1,1
CCOC(=O)c1c(-c2ccccc2)cn2ccccc12,0.5,0,0.9,0,1.1,-6,1,17,0.9,1
O=C1C2CSCN2C(=O)CN1CCCN1CCN(C(c2ccccc2)c2ccccc2)CC1 (configuration not stated),1,0,0.9,0,1,-1,0.89,-10,1.4,1
O=C(O)CC(NC(=O)C1CCCCC1)c1ccc(OC2CCCC2)cc1 (configuration not stated),1.1,-4,1,-8,1,2,1.1,8,0.9,1
CCOC(=O)C1(CC2CCCCO2)CCN(S(=O)(=O)c2ccc(OC)cc2)CC1 (configuration not stated),1,-2,1,-2,1,1,0.92,-1,1.1,1
COC(=O)C(NC(C)=O)(Nc1nc2c(C)cc(C)cc2s1)C(F)(F)F (configuration not stated),1.1,-5,1.1,4,1.1,-8,1,-10,1,1.1
CN1CCc2cc3c(c4c2C1CC41CCC(=NO)CC1)OCO3 (configuration not stated),0.9,-2,0.7,-6,1,2,0.98,0,1.1,1
COc1ccc(S(=O)(=O)N(C)C)cc1NC(=O)CSc1nncs1,1,-4,1,-8,1,-3,1,24,1,1
COc1cc(/C=N/NC(=O)CSCc2ccc([N+](=O)[O-])cc2)cc(OC)c1OC,1,-3,1,-7,1,1,0.88,19,0.9,1
COCCn1c(NCc2ccco2)nc2c1c(=O)[nH]c(=O)n2C,1.1,0,1,-5,1,-2,1,10,1,1
COc1cc(/C=N/NC(=O)CN2CCCCC2)ccc1OCc1ccccc1,1.1,-6,1.1,-4,0.7,32,2.1,22,0.9,1.1
Cc1ccc(-c2nc3ncccn3c2NC2CCCCC2)o1,0.9,7,1,-1,1,-1,1.1,-1,1,0.9
C=CCn1c(SCCN2C(=O)c3ccccc3C2=O)nc2scc(-c3ccccc3)c2c1=O,1,2,1.1,16,1.1,-5,1.2,-11,1,1
O=C(NC1CCCC1)c1cnn2c(C(F)(F)F)cc(-c3ccc4c(c3)OCO4)nc12,0.9,-7,0.9,-13,1.1,-9,0.96,9,0.9,1.1
Cc1ccccc1N(C(=O)Cc1cccs1)C(C(=O)NCC1CCCO1)c1cccnc1 (configuration not stated),1,6,1,-2,1,-2,1.1,3,1,0.9
O=S(=O)(Nc1ccc(Cl)c(C(F)(F)F)c1)c1cnc[nH]1,0.9,9,0.9,9,1,-2,1.1,17,0.9,0.9
Cc1ccc(NCc2nnc3n2CCCCC3)c(C)c1,1.1,1,1.1,8,1.1,-6,1.1,-7,1.1,1
Cc1ccc(-c2nnc(N3CCN(C(=O)c4ccco4)CC3)c3ccccc23)cc1,0.9,-5,1,-15,1.1,-6,0.52,-9,0.8,1
O=C(/C=C/c1ccc(Cl)cc1)Nc1ccc(S(=O)(=O)Nc2ncccn2)cc1,1,1,1,-4,1,3,0.93,-1,1,1

3 structures from above, ordered by formula weight, descending.
mol,PMI act,TNAP inh hi DEA,PMI act hi M6P,TNAP inh no acc,FLuc stim CS,FLuc inhib CS,NF-kB neuron act,APP 5'UTR act,bIAP act,TNAP act hi DEA
Cc1ccccc1N(C(=O)Cc1cccs1)C(C(=O)NCC1CCCO1)c1cccnc1 (configuration not stated),1,6,1,-2,1,-2,1.1,3,1,0.9
Cc1ccc(NCc2nnc3n2CCCCC3)c(C)c1,1.1,1,1.1,8,1.1,-6,1.1,-7,1.1,1
O=S(=O)(Nn1cnnc1)c1ccc(F)cc1,1.2,-6,1.1,-6,1,0,1.4,1,1.2,1.1

The results go on:
mol,PMI act,TNAP inh hi DEA,PMI act hi M6P,TNAP inh no acc,FLuc stim CS,FLuc inhib CS,NF-kB neuron act,APP 5'UTR act,bIAP act,TNAP act hi DEA
COc1ccc(CCNC(=O)C2CCN(Cc3nc(-c4ccccc4C)oc3C)CC2)cc1OC,0.9,-6,0.9,-28,1,0,0.61,1,1.8,1.1
Cc1cc(-c2cn3ccccc3n2)c(C)n1-c1ccccc1,1.1,-6,1,-9,0.1,94*,2.6,176*,1.1,1.1
O=C(OCc1cnc(Cl)s1)c1c(F)cccc1F,0.9,-3,0.9,-4,1.1,-5,1.2,7,1,1
CCCn1c(SCc2nc(-c3cccs3)no2)nnc1-c1ccncc1,1,0,1,13,1.1,-7,1,-21,1,1
Cc1ccc(S(=O)(=O)NCC2COc3ccccc3O2)cc1 (configuration not stated),0.9,-2,1,-3,1,-5,1.1,-6,1,1
Cc1ccc(S(=O)(=O)CCC(=O)NCc2ccccc2Cl)cc1,0.9,-8,0.9,-13,1,1,1.1,3,0.9,1.1
CCn1cc(C(=O)Nc2cccc(NC(C)=O)c2)c2cc(OC)c(OC)cc2c1=O,0.9,-4,0.9,-7,1,-1,0.48,-2,1,1
COc1ccc(NC(=O)c2cccc(NC(=O)c3ccco3)c2)c(OC)c1,1,-6,1,-9,1,-1,0.55,0,1,1.1
Cc1ccccc1-c1nc(CN2CCC(C(=O)N3CCN(c4ccccn4)CC3)CC2)c(C)o1,1.1,-6,0.9,0,1.1,-6,0.76,-13,1.1,1.1
C=C1C2(C(=O)NCc3ccco3)CCC(C2)C1(C)C (configuration not stated),0.9,-6,0.9,-11,1,-5,0.96,-9,0.9,1.1
OC(CN1C2=NCCCN2c2ccccc21)c1ccc(Br)cc1 (configuration not stated),1,-6,1,2,1.1,-10,0.85,6,0.9,1.1
O=C(O)CCCn1c(=S)[nH]c2c(sc3ccc([N+](=O)[O-])cc32)c1=O,1,-1,1.1,-12,1.1,-8,1.5,-16,0.9,1
CN(C(=O)c1cccc(C#N)c1)c1nnc(-c2ccncc2)s1,1,-6,1,-11,1.1,-7,0.89,-1,0.9,1.1
O=C(NCCCN1CCc2ccccc2C1)Nc1ccc(Br)cc1,1,-4,1.1,-24,1,0,1.4,20,1.5,1
Cc1ccc(C)c(NC(=O)COC(=O)c2ccc3c(c2)OCO3)c1,1.1,-5,1,-1,1,-3,1.3,-16,1.1,1.1
C=C(C)Cn1c(C2CC(=O)N(Cc3ccccc3)C2)nc2ccccc21 (configuration not stated),0.8,0,0.9,-4,1,-2,.,.,1,1
Cc1ccc(-c2nnn(CC(=O)NCC3COCCO3)n2)o1 (configuration not stated),1.1,-6,1.1,-16,1.1,-8,1.2,1,0.9,1.1
COc1cc(/C=N/NS(=O)(=O)c2ccc(C(C)(C)C)cc2)cc([N+](=O)[O-])c1O,1,3,0.9,4,1.1,-6,0.94,6,1,1
O=C(Nc1ccccc1C(=O)N1CCCCCC1)c1ccccc1Cl,1,-4,1,-6,1.1,-9,0.95,-12,1.1,1
CCOC(=O)c1cnn(Cc2ccc(C)cc2)c1N,1,-5,1.1,-16,1.1,-6,1.1,1,1.1,1
O=C(Nc1ccc(N2CCCC2)c(Cl)c1)c1ccco1,1.4,-8,1.4,-12,0.2,77*,8.3*,286*,0.8,1.1
O=S(=O)(NCc1ccccn1)c1ccc(Br)s1,1,-4,1,-4,1.1,-6,1.3,5,0.7,1
Cc1ccc(CN2CCNC(=O)C2CC(=O)N(C)C(C2CC2)C2CC2)o1 (configuration not stated),1,-4,1,-14,1,-2,0.96,-7,1,1
CC1(C)CN(c2cccc(C#N)c2)C1=O,1.1,-7,1.1,-10,1.1,-9,1.9,21,1,1.1
O=C(Cc1cccc2ccccc12)N/N=C1\CCCc2ccccc21,0.9,-3,0.9,-9,1,-5,0.97,-16,0.9,1
O=C(CN1CCN(c2ccccn2)CC1)Nc1cc(C(F)(F)F)ccc1Cl,1,-6,1,-11,1,-3,1.2,-5,1,1.1
Cc1ccccc1NC(=S)NCC1CCN(C(C)c2ccccc2)C1 (configuration not stated),1,0,1.1,-15,1,-4,1.1,2,0.9,1
CCOC(=O)CSc1nc2cccnc2n1C,1,-3,0.9,-4,1,0,0.98,-2,1.1,1
CCOc1ccc(-n2c(SCC(=O)Nc3ccc4c(c3)OCO4)nc3ccccc3c2=O)cc1,0.9,-3,0.9,-15,1.1,-6,0.9,4,1.1,1
N#Cc1nc(COc2ccccc2)oc1N1CCCCCC1,0.9,-8,0.9,-16,1.1,-6,1.2,10,0.7,1.1
O=C(c1nc2ccccn2c1CNCCOc1cccnc1)N1CCOCC1,0.9,-5,0.8,-6,1.1,-6,1.6,-2,1.1,1
CCOC(=O)c1c(C)oc2ccc(OCC(N)=O)cc12,0.9,-6,0.9,-13,1,-3,0.89,-2,0.9,1.1
COc1ccc(CC(=O)NCc2ccc3c(c2)OCO3)cc1,1,-2,0.9,-2,1,-1,1,14,0.9,1

Entries listed so far that have an NH in an aromatic ring (four):
mol,PMI act,TNAP inh hi DEA,PMI act hi M6P,TNAP inh no acc,FLuc stim CS,FLuc inhib CS,NF-kB neuron act,APP 5'UTR act,bIAP act,TNAP act hi DEA
COc1cc(/C=N/NC(=O)C(C)Nc2n[nH]c(=O)[nH]c2=O)ccc1O (configuration not stated),0.8,4,0.8,0,1,-2,1.1,21,1,1
COCCn1c(NCc2ccco2)nc2c1c(=O)[nH]c(=O)n2C,1.1,0,1,-5,1,-2,1,10,1,1
O=S(=O)(Nc1ccc(Cl)c(C(F)(F)F)c1)c1cnc[nH]1,0.9,9,0.9,9,1,-2,1.1,17,0.9,0.9
O=C(O)CCCn1c(=S)[nH]c2c(sc3ccc([N+](=O)[O-])cc32)c1=O,1,-1,1.1,-12,1.1,-8,1.5,-16,0.9,1

Part of the list above, reduced to FLuc inhib CS.
| SMILES | FLuc inhib CS |
| --- | --- |
| COc1cc(/C=N/NS(=O)(=O)c2ccc(C(C)(C)C)cc2)cc([N+](=O)[O-])c1O | -6 |
| O=C(Nc1ccccc1C(=O)N1CCCCCC1)c1ccccc1Cl | -9 |
